SR-BI DiI inh: mouse SR-BI HDL lipid transfer inhibition; Q61009; ldlA[mSR-BI] CHO cells, DiI-HDL uptake fluorescence, 3 h; inhibition, % at 12.5 µM; 320,000 compounds, 0.96% hits;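 active means mean replicate inhibition of at least 70% and a set share of replicates each scoring 70 or more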;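 further: 0% = median of neutral control wells and 100% = median of positive control wells; values of inactives mirror those of a sister screen read the other way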
Target sequence (Q61009 whole entry, looked up): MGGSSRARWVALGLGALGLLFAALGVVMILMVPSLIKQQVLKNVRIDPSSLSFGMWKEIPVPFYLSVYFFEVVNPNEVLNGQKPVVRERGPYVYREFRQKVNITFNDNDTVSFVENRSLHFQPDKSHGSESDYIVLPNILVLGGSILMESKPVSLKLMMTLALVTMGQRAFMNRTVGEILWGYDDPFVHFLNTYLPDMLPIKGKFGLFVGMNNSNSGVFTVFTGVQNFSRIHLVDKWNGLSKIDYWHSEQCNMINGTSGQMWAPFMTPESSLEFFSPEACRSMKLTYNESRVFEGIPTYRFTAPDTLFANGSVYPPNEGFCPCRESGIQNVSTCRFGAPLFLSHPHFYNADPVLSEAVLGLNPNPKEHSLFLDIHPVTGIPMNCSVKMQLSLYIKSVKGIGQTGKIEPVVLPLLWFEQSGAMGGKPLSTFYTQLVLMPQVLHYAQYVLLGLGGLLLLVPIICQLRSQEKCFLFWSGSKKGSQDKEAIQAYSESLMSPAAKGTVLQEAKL
AddAB inh: less growth of phage-infected E. coli with AddAB | inhibition, % at 11.9 µM | 330,000 compounds, 0.29% hits | AID 435030 | E. coli expressing H. pylori AddAB, absorbance growth; in the data active means inhibition above about 12%;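 further: 0% = vehicle wells of infected cells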
Ecoli viability: reduces bacterial viability in AddAB counter-screen. E. coli V3065 growth, OD600 absorbance, 18 h. inhibition, % at 11.9 µM. 330,000 compounds, 0.27% hits;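 active means inhibition above the campaign's mean inhibition across all tested compounds plus 3 SD, cut at about 9.9% in these data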;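 further: uninfected addAB+ strain grown without phage in ampicillin broth; 0% = DMSO wells and 100% = ciprofloxacin 0.95 µg/ml wells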
Wnt bcat act: Wnt/beta-catenin pathway activation; Wnt/beta-catenin reporter cell assay, activator, plate reader; activation, % at 9.35 µM; 300,000 compounds, 1.2% hits; AID 743398; in the data active means activation above about 30%, passing the limit was not always enough;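 further: 0% = neutral control wells and 100% = positive control wells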
phage Ecoli inh: E. coli growth loss with phage present | AID 651602 | 360,000 compounds, 0.26% hits | inhibition, % at 11.9 µM | growth absorbance; in the data active means inhibition above about 11%
CAL PDZ FP-1: blocks peptide binding to human CAL PDZ domain | purified CAL PDZ, TMR-peptide fluorescence polarization, 1 h | 330,000 compounds, 0.02% hits | Q9HD26 | AID 504414 | inhibition, % at 20 µM;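 active means highest replicate inhibition of at least 40%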;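 further: plate controls were DMSO neutral control wells for no effect and unlabeled competitor peptide control wells for full effect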
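Control set: unlabelled peptide and DMSO controls / Material: purified CerCALP PDZ construct / Timing: 1 h incubation at room temperature before polarization reading / Doses: 20 µM, one dose / Detection: fluorescence polarization (mP)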
Tat export inh: blocks Tat-dependent protein export in E. coli. E. coli MC4100 TorA-mCherry Tat export, fluorescence. inhibition, % at 10 µM. 340,000 compounds, 0.036% hits;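 active means mean replicate inhibition at least 50% and at least half of replicates individually reaching 50%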;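 further: exported cargo escapes ClpAP degradation while cytoplasmic cargo is degraded and loses fluorescence; 0% = median of neutral control wells and 100% = median of NaSCN control wells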
MITF TRPM1 HTS: activators of MITF-driven TRPM1 promoter activity in SK-MEL-5 cells. SK-MEL-5 TRPM1-promoter luciferase, 24 h; % of positive control, neutral wells = 0. activation, % at 12.5 µM. 300,000 compounds, 0.75% hits. AID 588334;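 active means mean activation of at least 80% with every replicate also reaching 80%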;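 further: 0% = neutral control wells and 100% = parthenolide positive control wells; values of inactives mirror those of a sister screen read the other way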
SR-BI DiI-HDL act: enhances SR-BI lipid uptake from DiI-HDL; AID 504775; CHO ldlA[mSR-BI] cells, DiI-HDL uptake fluorescence, 3 h; 100 = double the neutral-control signal; activation, % at 12.5 µM; 320,000 compounds, 0.096% hits;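 active means mean replicate activation of at least 60% and every replicate at or above 60%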;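 further: 0% = median plate neutral-control signal and 100% = twice that signal; values of inactives mirror those of a sister screen read the other way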
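material = CHO ldlA[mSR-BI] cells | medium = Ham's F12 with 0.5% BSA, HEPES 25 mM, pH 7.4 | reagent = fluorescent DiI-HDL, 10 µg/mL final | compound dosing = single-point compound dose | incubation = 3 h, 37 °C | measured by = bottom-read fluorescence, 550/595 nm | measure = HDL uptake via cellular fluorescence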
CAL PDZ FP-2: CAL PDZ (human) peptide binding inhibition; Q9HD26; purified CAL PDZ, TMR-peptide fluorescence polarization, 1 h; inhibition, % at 24.9 µM; 300,000 compounds, 0.92% hits; AID 602252;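 active means mean inhibition of at least 30% with at least half of replicates also reaching 30%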;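 further: 0% = DMSO neutral control and 100% = excess unlabeled competitor peptide PRC23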
An asterisk follows results filed as active; . = not tested or not shown; & = joins results of further samples.

SMILES | SR-BI DiI inh | AddAB inh | Ecoli viability | Wnt bcat act | phage Ecoli inh | CAL PDZ FP-1 | Tat export inh | MITF TRPM1 HTS | SR-BI DiI-HDL act | CAL PDZ FP-2
Cc1nc2ccc(Cl)cc2c(-c2ccccc2Cl)c1CC(=O)O | -3 | 0.5 | 2.1 | . | 3.7 | -1.4 | 12 | 1 | 3 | -3
COCCC(=O)N1CCC(Oc2ccc(C(=O)NC3Cc4ccccc4C3)cc2)CC1 | 61 | 0.8 | -0.6 | -2 | 2.4 | -2.1 | 4 | -15 | -61 | -5
N#CCC(=O)Nc1nc(-c2ccc3c(c2)OCCO3)cs1 | 3 | -1.1 | -0.7 | 9 | 1.6 | -0.4 | -8 | 55 | -3 | 74*
N#CCCN(C(=O)COC(=O)CSc1ccc(Cl)cc1)c1ccccc1 | 8 | -0.3 | 0.8 | -4 | 2.9 | -0.3 | -2 | 0 | -8 | .
CCOc1ccc(C(CC(=O)O)NC(=O)COc2ccccc2)cc1 (centres undefined) | 1 | 1.4 | 0.2 | -5 | 0.5 | 0.8 | -3 | . | -1 | .
O=C1CCC2c3ccc4ccccc4c3CCN12 (centres undefined) | 9 | 0.8 | 2.2 | . | 1.0 | -1.1 | 11 | -4 | -9 | .
COc1ccccc1-c1nnc(NC(=O)c2ccc3c(c2)OCO3)s1 | 34 | -0.2 | 2.2 | -1 | 2.5 | -0.5 | -4 | 5 | -34 | 2
CC(C)[C@@H](CO)NS(=O)(=O)c1ccc(Br)cc1F | -12 | 2.3 | -0.4 | -2 | 0.4 | 0.8 | -2 | -2 | 12 | 1
CC(=O)NCCn1c(SCC(=O)Nc2ccc(C)cc2)nc2ccccc2c1=O | 13 | 2.6 | -2.1 | -1 | -0.3 | -0.7 | 7 | 4 | -13 | -2
O=C(O)/C=C/C(=O)NCc1csc2ccccc12 | 5 | -0.5 | -0.4 | -1 | 1.5 | -0.3 | 3 | -8 | -5 | .
COc1cc(C(=O)NCc2ccc3[nH]c(C)cc3c2)cc(OC)c1OC | -6 | -1.4 | 0.8 | -1 | 3.9 | -0.9 | 5 | 4 | 6 | .
COC(=O)CSc1n[nH]c(=S)s1 | -38 | 1.1 | -0.8 | 0 | 2.9 | -3.0 | -1 | -11 | 38 | 0
c1ccc(-c2nc(NCc3ccco3)c3oc4ccccc4c3n2)cc1 | 18 | 0.3 | 1.9 | . | 1.6 | -3.6 | 3 | -7 | -18 | .
CN(C)CCNC(C(=O)Nc1cc(Cl)cc(Cl)c1)c1ccccc1 (centres undefined) | 7 | -1.9 | -1.2 | -1 | 0.2 | 5.4 | 3 | 10 | -7 | -7
C=CCNC(=O)CSc1n[nH]c(-c2cc(Cl)ccc2OC)n1 | 6 | 0.2 | 0.8 | -2 | 0.0 | -0.7 | -4 | -13 | -6 | .
CCOc1ccc(N(C(C)=O)c2nc(C)cc(C)c2C#N)cc1 | -14 | 2.0 | -1.6 | -1 | 0.7 | -2.0 | -3 | . | 14 | -3
CC/C(=N\NS(=O)(=O)c1ccc(C)cc1)c1ccco1 | 20 | 0.2 | 0.4 | 6 | 2.3 | . | -7 | -12 | -20 | 36*
C=C1CCC[C@]2(C)C[C@H]3OC(=O)C(CNCC(C)C)[C@H]3CC12 (some centres undefined) | 3 | -1.1 | -0.7 | 2 | 1.6 | -0.1 | -1 | -4 | -3 | 1
Cc1ccc(C)c(NC(=O)CSc2nnc3n2CCCCC3)c1 | -17 | 3.9 | -2.5 | -5 | 1.7 | -0.9 | -5 | 12 | 17 | 0
O=C(NCc1csc2ccc(Cl)cc12)Nc1ccccc1 | 32 | 0.8 | -0.9 | 28 | 3.9 | 0.5 | 6 | . | -32 | -5
CCN1CCN(CC#CCOc2ccccc2OC)CC1 | 2 | 0.6 | -2.2 | -1 | -1.2 | -3.8 | -4 | 18 | -2 | -3
COc1ccc(S(=O)(=O)N2CCC(N3CCCC3)CC2)cc1 | -8 | 1.3 | 0.6 | 4 | 1.5 | 0.2 | -3 | -5 | 8 | -7
N#C/C(=C\C1CC=CCC1)c1nc2ccccc2[nH]1 (centres undefined) | 54 | 3.7 | -1.4 | . | 1.4 | -2.8 | -6 | . | -54 | -4
CC(Oc1ccccc1)C(=O)N1CCN(C(=O)C(C)Oc2ccccc2)CC1 (centres undefined) | 12 | -1.2 | -2.5 | 6 | 3.1 | 0.5 | 0 | 0 | . | .
O=C(CSc1nnc(-c2ccncc2)n1Cc1ccco1)OC1CCCCC1 | -1 | 1.3 | -0.3 | -3 | . | 0.0 | -9 | 4 | 1 | .
(cont.)
SMILES | SR-BI DiI inh | AddAB inh | Ecoli viability | Wnt bcat act | phage Ecoli inh | CAL PDZ FP-1 | Tat export inh | MITF TRPM1 HTS | SR-BI DiI-HDL act | CAL PDZ FP-2
O=C(O)CNS(=O)(=O)c1ccc(F)cc1 | . | 0.9 | -1.8 | -1 | 1.3 | -0.7 | 0 | 11 | . | -1
Cc1nc(N2CCOCC2)c2c(C)c(C(=O)Nc3ccc(C(F)(F)F)cc3)sc2n1 | 43 | -0.2 | -0.5 | -3 | 0.5 | -2.1 | 9 | 19 | -43 | 4
CN(C)S(=O)(=O)c1cccc(NC(=O)CCSc2ccc(Cl)cc2)c1 | -15 | 0.9 | -1.6 | -4 | 1.8 | -1.8 | 5 | -22 | 15 | -5
Cc1ccc(C2CC(C(F)(F)F)n3ncc(C(=O)NCc4ccco4)c3N2)cc1 (centres undefined) | -13 | 0.8 | 0.8 | . | 2.4 | -2.1 | -4 | . | 13 | -3
COCCCNc1nc2c(-c3ccc(C)cc3)nnn2c2ccccc12 | 52 | 1.0 | -0.2 | 9 | -2.0 | -2.0 | -3 | 28 | -52 | 0
COCCN(C(=O)c1ccccc1F)c1nnc(-c2ccc(OC)cc2)s1 | 18 | 0.5 | -0.8 | 2 | -0.4 | . | 7 | 36 | -18 | -4
Cc1cccc(NC(=S)NC(NC(=O)c2ccco2)C(Cl)(Cl)Cl)c1 (centres undefined) | . | 9.0 | 8.6 | 1 | 9.2 | -3.4 | -14 | -7 | . | -9
O=C(OCCN1CCOCC1)c1cccnc1 | 14&-39 | -0.4&-1.1 | 0.1&-3.0 | -1&-2 | 2.5 | -0.6&-1.9 | -12&3 | -13&29 | -14&39 | 4
Cn1cccc1Cc1nnc(SCC(=O)NCCc2ccccc2)n1-c1ccc(F)cc1 | -1 | 4.0 | 2.7 | 2 | 2.1 | -0.7 | -1 | -2 | 1 | -2
Cn1c(COc2ccc3ccccc3c2)nnc1SCC(=O)O | -27 | 3.1 | 0.7 | -2 | 0.5 | -2.6 | 1 | . | 27 | -3
O=C1CC(c2ccco2)CC2=C1C(c1ccccc1)n1nc(C(F)(F)F)nc1N2 (centres undefined) | -4 | 0.5 | -3.2 | -2 | 3.8 | -4.0 | -1 | 1 | 4 | -4
C=CCc1cccc2cc(C(=O)N3CCOCC3)c(=O)oc12 | 17 | -1.0 | -0.1 | -1 | 0.0 | -1.4 | -1 | . | -17 | -8
COCCc1ccc(OCC(O)CNC(C)C)cc1 (centres undefined) | 0&-13&-2 | 1.6&2.7&0.4 | -0.7&1.7&0.3 | -4&-2&-1 | 3.5&3.3 | -0.4&-0.3&-0.8 | -5&-2&-8 | -1&6&10 | 7&13&2 | -6&2&-3
O=C1C(Cc2ccccc2)Nc2ncnc(N3CCCCC3)c2N1Cc1ccc(Cl)cc1 (centres undefined) | -5 | 1.0 | 1.9 | . | . | -1.6 | 12 | -7 | 5 | -4
COc1ccc(CNC(=O)c2cc(C(=O)C3CC3)c[nH]2)cc1 | -16 | -0.3 | -0.2 | -1 | 0.5 | -0.2 | 1 | -7 | 16 | -4
COc1ccc(CNC(=O)CS(=O)(=O)Cc2nc(-c3cccc(OC)c3)oc2C)cc1 | 26 | -0.6 | 0.6 | -1 | 2.7 | -3.0 | -16 | 0 | -26 | 2
O=C(NCCc1ccccc1)C1CCCN(c2cnccn2)C1 (centres undefined) | 6 | 4.7 | -0.2 | 5 | 1.8 | -2.1 | -2 | -1 | -6 | 0
CCCc1nnc(NC(=O)CCC(=O)N2CCN(c3nc(C)cc(C)n3)CC2)s1 | 9 | 5.5 | 1.0 | 2 | 2.6 | -0.3 | -1 | . | -9 | 3
Cc1ccc(-n2nnnc2-c2nc3ccccc3s2)cc1 | 17 | 2.5 | 1.4 | . | 4.8 | 0.8 | -7 | 4 | -17 | -6
COc1ccc(N/N=C(C)/C(=N/O)C(=O)Nc2ccccc2)cc1 | 5 | 1.1 | 0.1 | 3 | 3.5 | -2.2 | -11 | -18 | -5 | -1
Cc1ccc(NC(=O)COC(=O)COc2ccc(Cl)cc2C)c([N+](=O)[O-])c1 | . | 3.2 | 0.0 | -4 | -2.3 | -0.8 | 5 | 9 | . | -3
CC(C)[C@@H](NC(=O)C1CCC(CNC(=O)[C@H](Cc2ccccc2)NC(=O)OC(C)(C)C)CC1)C(=O)O (some centres undefined) | -8 | . | . | -3 | 2.1 | -0.1 | -3 | 5 | 8 | -7
CCOC(=O)c1ccc(N=C2NC(=O)CS2)cc1 | -10 | -0.4 | 0.4 | . | 3.6 | -0.4 | 2 | -3 | 10 | -1
COC(=O)c1ccc(COC(=O)CSCC(=O)Nc2ccc(C)cc2C)cc1 | -10 | 3.3 | 2.4 | 0 | 0.5 | -1.2 | -1 | 2 | 10 | -16
Cc1cccc2cc(C#N)c(SCC(=O)N3CC(=O)Nc4ccccc43)nc12 | -2 | 1.1 | -2.6 | . | 1.4 | -1.5 | -4 | -64 | 2 | .
The listing continues:
SMILES | SR-BI DiI inh | AddAB inh | Ecoli viability | Wnt bcat act | phage Ecoli inh | CAL PDZ FP-1 | Tat export inh | MITF TRPM1 HTS | SR-BI DiI-HDL act | CAL PDZ FP-2
Oc1ccccc1CNc1nccs1 | -16 | 1.4 | 1.2 | 3 | 0.4 | -1.7 | 1 | -2 | 16 | -6
CCCOc1ccc(Cc2c(O)nc(SC)[nH]c2=O)cc1 | -4 | -1.0 | -0.7 | 0 | 1.9 | -0.3 | -3 | . | 4 | -7
CCn1c(SCCN2CCCCC2)nnc1-c1ccc(S(=O)(=O)N2CCOCC2)cc1 | -28 | -1.4 | -3.2 | . | -1.2 | -0.2 | 26 | 14 | 28 | -4
COc1ccc(Cl)cc1-c1nc(SCC(=O)NC2CCCC2)n[nH]1 | 38 | 1.3 | -0.2 | -8 | 3.6 | -1.5 | 2 | -8 | -38 | 0
COc1cc(CNC(C)c2ccccc2)cc(Br)c1OCc1ccc(F)cc1 (centres undefined) | 5 | 1.5 | 0.9 | 1 | 3.9 | -0.3 | 10 | . | -5 | -9
O=C(Nc1ccc(F)cc1F)c1cccnc1 | -44 | -0.8 | 0.8 | 2 | 3.5 | -1.5 | 3 | -14 | 44 | -2
CCSc1nnc(Cc2cc(=O)[nH]c(=O)[nH]2)n1-c1ccc(F)cc1 | -7 | -2.0 | 0.6 | -2 | 1.6 | -2.1 | -9 | . | 10 | .

Taken from above.
CCn1c(SCCN2CCCCC2)nnc1-c1ccc(S(=O)(=O)N2CCOCC2)cc1 – phage Ecoli inh: -1.2
COc1ccc(Cl)cc1-c1nc(SCC(=O)NC2CCCC2)n[nH]1 – MITF TRPM1 HTS: -8

High-throughput results from PubChem.
